Screening data (PubChem)
CRFBP-R2 agonist: agonists of CRF-BP/CRF-R2 complex, primary screen, cell-based, HEK293, calcium dye fluorescence, uHTS | CRF-binding protein / CRF receptor 2 complex (human) | calcium dye fluorescence (FLIPR); percent of saturating CRF peptide response | activation, % at 13.2 µM | 350,000 compounds, 0.46% hits | AID 588473, 2011;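 active = activation of at least 50%, plus an integration ratio under a set limit after plate pattern correction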;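 note: plate controls were neutral control wells without compound for no effect and CRF at EC100 for full effect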
PHOSPHO1 inh: PubChem AID 1565 | Phosphoethanolamine/phosphocholine phosphatase (Homo sapiens), Q8TCT1 | recombinant PHOSPHO1, absorbance phosphatase assay | inhibition, % at 13.3 µM | 290,000 compounds, 1.1% hits; in the data active = inhibition above about 60%
Target sequence (Q8TCT1 whole entry, looked up): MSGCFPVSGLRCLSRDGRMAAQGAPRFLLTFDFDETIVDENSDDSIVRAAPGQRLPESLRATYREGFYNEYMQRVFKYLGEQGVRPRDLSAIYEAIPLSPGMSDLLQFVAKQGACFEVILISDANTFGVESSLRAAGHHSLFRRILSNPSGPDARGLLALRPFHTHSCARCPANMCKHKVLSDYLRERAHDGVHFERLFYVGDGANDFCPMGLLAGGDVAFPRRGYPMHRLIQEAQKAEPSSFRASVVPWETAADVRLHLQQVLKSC
p-CIP stab down: p/CIP-EGFP fusion destabilizers, primary screen, fluorescence, F442A cells; 290,000 compounds, 0.01% hits; 16 h; decrease of EGFP signal, % at 10 µM;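 active = EGFP signal decrease of at least 30% at 10 µM or well 3 SD below plate mean, unless failing retest; inactive = the rest, including hits failing retest or dose response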; note: some compounds called inactive have numbers as strong as hits; many of its hits are not listed in these tables
MEKK3 PB1 HTS: modulators of MEKK3-MEK5 PB1 binding, primary screen, biochemical, wildtype MEKK3, multiplex bead flow cytometry, Alexa488-MEK5. bead-based flow cytometry, Alexa488-MEK5 binding to MEKK3; actives lie on both sides; 0 = blocked by unlabeled MEK5, 100 = vehicle. binding response (% of control), % at 10 µM. 290,000 compounds, 1.4% hits;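 active = binding response more than 3 SD above or below the average of its plate-row segment, actives on both sides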;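 note: Alexa488 bead fluorescence after subtracting the streptavidin-only scavenger bead signal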
M4 PAM: human M4 muscarinic receptor positive allosteric modulators, primary screen, CHO-K1 cells, Fluo-8 calcium fluorescence; CHO-K1 hM4/Gqi5, ACh EC20; 0% = ACh EC20, 100% = maximal ACh; activation, % at 3 µM; 360,000 compounds, 0.4% hits;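 active = activation above its plate's cutoff, the mean activation of sample wells plus 3 SD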; note: some results filed as inactive read as strong as hits
Target sequence (P08173 whole entry, looked up): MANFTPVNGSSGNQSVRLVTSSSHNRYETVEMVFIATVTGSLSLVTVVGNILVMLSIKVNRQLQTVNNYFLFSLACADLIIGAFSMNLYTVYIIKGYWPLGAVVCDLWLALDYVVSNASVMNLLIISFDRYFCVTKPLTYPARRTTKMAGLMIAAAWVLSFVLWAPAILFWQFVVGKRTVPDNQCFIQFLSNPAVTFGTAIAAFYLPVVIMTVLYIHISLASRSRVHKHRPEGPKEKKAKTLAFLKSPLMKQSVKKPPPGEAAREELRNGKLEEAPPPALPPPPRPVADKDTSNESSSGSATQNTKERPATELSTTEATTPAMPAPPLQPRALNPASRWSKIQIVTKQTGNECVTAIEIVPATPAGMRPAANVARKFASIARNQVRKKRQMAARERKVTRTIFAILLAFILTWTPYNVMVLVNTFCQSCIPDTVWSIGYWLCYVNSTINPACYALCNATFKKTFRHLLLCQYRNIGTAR
IDE inh: human IDE inhibitors in live cells, primary screen, fluorescence polarization, HEK cells, FAbetaB substrate; FAbetaB cleavage; inhibition, % at 5.59 µM; 320,000 compounds, 0.41% hits; AID 434962, 2010;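 active = percent inhibition above the average of all tested compounds plus 3 SD, set per screening campaign, cut at about 16% in these data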;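 note: IDE supplied by intact live HEK cells; FP after avidin binding of uncleaved biotin substrate so inhibition keeps polarization high; 0% = DMSO wells and 100% = 60 µM reference IDE inhibitor Ii1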
IDE act: human IDE activators in live cells, primary screen, fluorescence polarization, HEK cells, FAbeta-B substrate; Insulin-degrading enzyme (Homo sapiens), P14735; FAbeta-B cleavage; 0% vehicle, 100% cell-free pure enzyme wells; activation, % at 5.96 µM; 340,000 compounds, 0.073% hits; AID 493087, 2011;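 active = activation above the mean of all tested compounds plus 3 SD, set per screening campaign, cut at about 17% in these data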
CRFR2-BP antag: antagonists of CRF-BP/CRF-R2 complex, primary screen, cell-based, HEK293, calcium dye fluorescence, uHTS | 350,000 compounds, 0.59% hits | inhibition, % at 11.8 µM | CRF-induced calcium fluorescence;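 active = inhibition of the ligand-induced calcium signal above about 50% at the single tested concentration, limit read from the data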
GalR3 antagonist: GalR3 antagonists in HEK293 cells, primary screen, cell-based, fluorescence readout; HEK293 GalR3-CNG cAMP membrane potential fluorescence; galR3 body fused to GalR1 C-terminus; AID 651719, 2012; 360,000 compounds, 0.44% hits; inhibition, % at 3 µM; Galanin receptor type 3 (Homo sapiens), O60755;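 active = inhibition above the screen-wide average plus 3 SD, cut at about 13% in these data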;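 note: forskolin and galanin both at EC90 stimulate the cells; cAMP rise reported by CNG channel membrane potential dye signal; 0% = forskolin plus galanin with DMSO and 100% = forskolin alone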
* hit, by the source's call; . = not tested or not shown.

(1) Clc1ccc(-n2nnc(-c3nccs3)n2)cc1Cl
(2) Cc1nn(-c2ccccc2)c2sc(C(=O)OCN3C(=O)c4ccccc4C3=O)cc12
(3) Cc1ccc(CSc2nnc(-c3cccnc3)o2)cc1
(4) CC1CC(C)CN(C(=O)c2ccc(S(=O)(=O)N3CCCC3)cc2)C1 (stereo unspecified)
(5) O=C(CN(Cc1ccco1)C(=O)CNS(=O)(=O)c1ccccc1)NCc1ccc(F)cc1
(6) C#CCOCCOCCOCCNc1nc(N2CCN(C(=O)C([C@@H](C)O)n3cc([C@@H](N)CCCCN)nn3)CC2)nc(N2CCN(C(=O)[C@H](CO)n3cc([C@@H](N)C(C)C)nn3)CC2)n1 (stereo partly specified)
(7) O=C(Cc1cccs1)NCCCc1ccccc1
(8) CSc1cccc(NC(=S)N(C(C)C)C(C)c2ccccn2)c1 (stereo unspecified)

Assay by compound	1	2	3	4	5	6	7	8
PHOSPHO1 inh	52	0	9	24	-8	.	28	-12
M4 PAM	14	.	7	-6	-5	-3	-2	-6
p-CIP stab down	-15	0	-5	4	-15	.	5	3
IDE inh	10	-4	2	2	1	-4	0	-2
IDE act	-4	.	6	-1	0	5	2	3
MEKK3 PB1 HTS	69	100	99	102	105	.	105	74
CRFR2-BP antag	-1	.	0	-21	-11	-10	-5	2
CRFBP-R2 agonist	-1.4	.	-4.9	0.1	-0.8	-1.0	0.7	0.8
GalR3 antagonist	-2	.	.	3	-1	-2	-4	-3

(9) O=C(O)c1ccc2c(=O)n(-c3ccc(F)c(Cl)c3)c(=S)[nH]c2c1
(10) N#CCCN/N=C(/Cc1nc2ccccc2[nH]1)c1ccc(Cl)cc1
(11) COc1ccccc1NS(=O)(=O)c1cccc(NC(=O)Nc2cccc(Cl)c2)c1
(12) O=C1NC(=O)C2(COC(c3ccncc3)OC2)S1 (stereo unspecified)
(13) COc1ccc(-c2cc(C(=O)N3CC4(C)CC3CC(C)(C)C4)no2)cc1 (stereo unspecified)
(14) COc1ccccc1-c1nn(Cc2ccccc2)cc1/C=C/C(=O)O
(15) O=C(NS(=O)(=O)c1ccc(Cl)s1)c1ccccc1
(16) CCOC(=O)C1=C(C)NC(=O)NC1c1ccc(OCC(=O)N2CCCCC2)cc1 (stereo unspecified)

Assay by compound	9	10	11	12	13	14	15	16
PHOSPHO1 inh	12	16	-21	-3	-21	24	.	16
M4 PAM	-3	.	-15	5	5	9	-11	5
p-CIP stab down	-5	1	-23	-1	-4	3	-6	-14
IDE inh	2	2	7	-1	3	-2	-5	-3
IDE act	-7	.	-5	1	6	-7	0	4
MEKK3 PB1 HTS	99	85	101	103	82	107	112	103
CRFR2-BP antag	7	.	-6	5	-51	24	3	-2
CRFBP-R2 agonist	2.9	.	5.2	-1.9	13	-0.9	0.5	-0.6
GalR3 antagonist	-1	.	-3	-5	-6	-4	-12	-4

(17) CCOC(=O)c1cnn(-c2nc(OC)cc(OC)n2)c1C(F)(F)F
(18) CC(=O)OC(C(=O)N1CCOCC1)c1c(F)cccc1F (stereo unspecified)
(19) CC1CN(c2c3c(nc4ncnn24)CCCC3)CC(C)O1 (stereo unspecified)
(20) O=S(=O)(Cc1ccccc1)Nc1ccccc1Br
(21) C#CCSc1nc(Cc2ccc(Cl)cc2)nc2ccccc12
(22) O=[N+]([O-])c1cccc(C(=S)N2CCN(c3ccccc3)CC2)c1
(23) O=C(c1ccc(CS(=O)(=O)c2ccc(Br)cc2)o1)N1CCOCC1
(24) Cc1ccc(C(=O)NC(=S)NCc2ccco2)cc1

Assay by compound	17	18	19	20	21	22	23	24
PHOSPHO1 inh	2	15	21	25	-14	79*	3	-86
M4 PAM	1	0	3	1	-6	4	6	8
p-CIP stab down	0	-8	-11	-3	-2	-14	-6	0
IDE inh	7	8	2	1	-2	5	3	0
IDE act	2	1	4	6	5	3	8	-3
MEKK3 PB1 HTS	110	102	106	100	93	103	107	86
CRFR2-BP antag	-3	25	-4	0	-2	-2	-6	0
CRFBP-R2 agonist	0.1	-1.4	2.5	-0.8	-1.0	-4.1	0.3	1.7
GalR3 antagonist	-1	-3	-5	-9	-3	-1	0	-7

Ordered by SMILES length (smallest number first): some entries from above
(20) O=S(=O)(Cc1ccccc1)Nc1ccccc1Br
(24) Cc1ccc(C(=O)NC(=S)NCc2ccco2)cc1
(15) O=C(NS(=O)(=O)c1ccc(Cl)s1)c1ccccc1
(19) CC1CN(c2c3c(nc4ncnn24)CCCC3)CC(C)O1 (stereo unspecified)
(17) CCOC(=O)c1cnn(-c2nc(OC)cc(OC)n2)c1C(F)(F)F
(23) O=C(c1ccc(CS(=O)(=O)c2ccc(Br)cc2)o1)N1CCOCC1
(22) O=[N+]([O-])c1cccc(C(=S)N2CCN(c3ccccc3)CC2)c1
(16) CCOC(=O)C1=C(C)NC(=O)NC1c1ccc(OCC(=O)N2CCCCC2)cc1 (stereo unspecified)

Assay by compound	20	24	15	19	17	23	22	16
PHOSPHO1 inh	25	-86	.	21	2	3	79*	16
M4 PAM	1	8	-11	3	1	6	4	5
p-CIP stab down	-3	0	-6	-11	0	-6	-14	-14
IDE inh	1	0	-5	2	7	3	5	-3
IDE act	6	-3	0	4	2	8	3	4
MEKK3 PB1 HTS	100	86	112	106	110	107	103	103
CRFR2-BP antag	0	0	3	-4	-3	-6	-2	-2
CRFBP-R2 agonist	-0.8	1.7	0.5	2.5	0.1	0.3	-4.1	-0.6
GalR3 antagonist	-9	-7	-12	-5	-1	0	-1	-4

Following part
(25) O=C(C1=C[C@H](c2ccc(Br)cc2)C[C@H](OCc2ccc(CO)cc2)O1)N1CCOCC1
(26) COc1ccc(CCNC(=O)CNC(=O)c2ccc(Br)o2)cc1OC
(27) CCN(CC)CCNc1nc(-c2ccc(OC(F)F)cc2)c(C)s1
(28) Cn1nc(C(=O)N2CCOCC2)c2ccccc2c1=O
(29) CCN(CC)S(=O)(=O)c1cccc(C(=O)OCC(=O)Nc2ccccc2OC(F)F)c1
(30) Cc1ccc(C(=O)COC(=O)CNC(=O)c2cccs2)cc1C
(31) CCN(CC)S(=O)(=O)c1ccc2c(c1)nc(SCC(=O)N(C)C1CCS(=O)(=O)C1)n2CC (stereo unspecified)
(32) CCN1C(=O)[C@H]2[C@@H](c3ccc(-c4ccc(OC)cc4)c(OC)c3)N[C@@](C)(C(=O)OC)[C@H]2C1=O

Assay by compound	25	26	27	28	29	30	31	32
PHOSPHO1 inh	-4	.	-6	7	-1	-2	.	.
M4 PAM	0	-2	-5	0	-9	8	-6	11
p-CIP stab down	-3	.	4	6	0	-6	.	.
IDE inh	8	-2	-1	-4	11	1	3	1
IDE act	1	9	3	1	0	-1	-3	6
MEKK3 PB1 HTS	82	.	106	106	98	102	.	.
CRFR2-BP antag	0	8	-6	19	-12	7	5	4
CRFBP-R2 agonist	-1.8	0.5	-0.3	4.3	4.7	-0.1	-0.9	-1.2
GalR3 antagonist	-9	-4	-4	-1	-5	-6	-2	-3

(33) CCOc1ccc(NC(=S)N2CCC(NC(=O)c3ccccc3)CC2)cc1
(34) CCOC(=O)NC(NC(=O)OCC)C(=O)c1ccc(F)cc1
(35) O=C(COC(=O)Cc1ccccc1F)Nc1ccc2c(c1)OCCO2
(36) CCc1cc(-c2n[nH]c(=S)n2CC(C)C)cs1
(37) O=C(CSc1nc2ccccc2c(=O)n1CCCC(=O)N1CCCC1)NCc1ccco1
(38) Cc1cccc(Nc2nc3c(S(=O)(=O)c4ccccc4)nnn3c3ccccc23)c1C
(39) CCN(CC)C(=O)CSc1nc(N)c(-c2ccccc2)c(=O)[nH]1
(40) CCCCCCOc1ccc(/C=N/NC(=O)C2CC2)cc1

Assay by compound	33	34	35	36	37	38	39	40
PHOSPHO1 inh	20	54	-13	-17	-9	-4	51	27
M4 PAM	-5	-6	6	-7	7	-6	-6	0
p-CIP stab down	-4	-11	-14	-2	-10	3	2	-2
IDE inh	0	1	3	3	8	-1	-2	.
IDE act	-2	6	1	-15	0	-2	6	4
MEKK3 PB1 HTS	101	103	138*	99	99	99	100	101
CRFR2-BP antag	-7	0	8	0	6	10	-4	-6
CRFBP-R2 agonist	0.3	0.1	-0.9	1.2	0.7	-1.1	1.1	-1.3
GalR3 antagonist	-5	2	1	-8	0	-8	-7	-1

(41) O=C(CNC(=O)C1CCCCC1)OCC(=O)c1ccc(Cl)s1
(42) COc1ccccc1C(=O)COC(=O)c1cccs1
(43) COc1ccc(C2N(c3ccc4c(c3)OCCO4)C(=O)C2(F)F)cc1OC (stereo unspecified)
(44) COc1ccc(/C=C(/Sc2nnc(-c3ccc(Cl)cc3)o2)C(=O)O)cc1
(45) Cc1ccc(S(=O)(=O)N2CCN(Cc3ccccc3C(F)(F)F)CC2)cc1
(46) CCC(C)OC(=O)C1C(c2ccccc2)C(C(=O)O)C1c1ccccc1 (stereo unspecified)
(47) Cc1cc(S(=O)(=O)N2CCOCC2)ccc1OCC(=O)NCc1ccccn1
(48) Cc1ccccc1CC1SC(N=C(N)N)=NC1=O (stereo unspecified)
(49) O=C(C1CCCCN1S(=O)(=O)c1ccccc1[N+](=O)[O-])N1CCCC1 (stereo unspecified)

Assay by compound	41	42	43	44	45	46	47	48	49
PHOSPHO1 inh	-10	.	28	20	19	0	20	3	8
M4 PAM	-4	4	-12	7	2	-4	-3	1	7
p-CIP stab down	3	.	-3	-4	-7	-6	7	-1	26
IDE inh	0	-2	1	-2	0	1	6	-6	2
IDE act	3	1	1	4	4	0	0	1	2
MEKK3 PB1 HTS	64	.	93	102	98	102	97	97	102
CRFR2-BP antag	6	-4	9	-12	40	2	5	-8	5
CRFBP-R2 agonist	0.0	0.1	1.0	-2.1	1.6	-2.3	1.1	-1.7	1.4
GalR3 antagonist	-3	-5	-6	-5	8	-5	-4	-6	-4
